PI4K2A inh: inhibitors of human PI4K2A; Q9BTU6; activity change, negative = inhibition, % at 76.9 µM; purified PI4K2A, ADP-Glo luminescence, 1 h; active compounds read low; AID 1346378; 0.13% of 420,000 active; in the data active = activity change below about -50%; inconclusive = mostly about -30% to -49%;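 also: -100% = wells without enzyme as full effect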
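Compounds are screened against recombinant PI4K2A using PI as substrate and ATP, the latter dispensed at 300 microM. Reactions run one hour at ambient temperature before ADP-Glo detection; full inhibition defined by wells lacking enzyme.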
D2 ag: agonists of human D2 dopamine receptor | P14416 | HEK293 T-REx D2 cells, calcium flux agonist mode | activation, % at 2 µM | 0.53% of 340,000 active | AID 485358;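 active = activation over 3 SD above normal in the single-dose calcium agonist read, cut at about 30% in these data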; also: 0% is about no effect
Target sequence (P14416 whole entry, looked up): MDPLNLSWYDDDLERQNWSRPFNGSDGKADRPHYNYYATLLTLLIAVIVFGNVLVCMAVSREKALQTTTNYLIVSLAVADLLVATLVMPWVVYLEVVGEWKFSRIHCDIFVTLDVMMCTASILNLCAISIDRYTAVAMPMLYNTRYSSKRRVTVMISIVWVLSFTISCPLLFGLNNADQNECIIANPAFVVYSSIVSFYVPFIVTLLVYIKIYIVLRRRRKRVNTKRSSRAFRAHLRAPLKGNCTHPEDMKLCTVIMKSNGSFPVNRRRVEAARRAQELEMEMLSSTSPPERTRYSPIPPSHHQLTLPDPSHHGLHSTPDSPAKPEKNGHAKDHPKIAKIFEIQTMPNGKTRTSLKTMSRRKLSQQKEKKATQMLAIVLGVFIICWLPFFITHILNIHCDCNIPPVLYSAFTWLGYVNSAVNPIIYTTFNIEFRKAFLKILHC
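Tetracycline-induced HEK293 T-REx cells with force-coupled D2 receptor, plated overnight at 30 C, loaded with no-wash calcium dye. After a 10 s baseline, compound was pin-added and calcium flux read kinetically for 180 s; calcium rises flagged agonists.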
D2 antag: antagonizes the human D2 dopamine receptor. P14416. 2% of 340,000 active. HEK293 TREx D2 cells, calcium flux, dopamine EC80. inhibition, % at 10 µM. AID 485344; in the data active = inhibition above about 30%; also: 0% is about no effect
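Tetracycline-induced HEK293 T-REx cells expressing D2 force-coupled to calcium signalling were dye-loaded, exposed to compound for 180 s, then challenged with an EC80 of dopamine; calcium flux was followed kinetically for a further 180 s.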
USP1 inh: USP1/UAF1 (human) deubiquitinase inhibition. AID 743255. recombinant USP1/UAF1, Ub-Rhodamine cleavage fluorescence. 0.23% of 390,000 active. Potency, µM (titrated, usually from 57.1 µM), for the others: at the highest dose activity change, negative = inhibition, actives largely listed as inhibitors; also: potency is read from the fitted curve at half-maximal effect; % is scaled to controls: 0 for no effect and ±100 for the full control effect; nearly all actives have a fitted effect of over 60% in size; inactives centre near -12
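1 nM enzyme complex + cpd, 15 min RT; start with Ub-Rho 150nM final; kinetic fluorescence ex 480/em 540, 6 reads q60 s. Buffer 50mM HEPES pH 7.8, 0.5mM EDTA, 0.1 mg/ml BSA, 1mM TCEP, 0.01% Tween-20.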
TRHR agonist: TRH receptor (human) agonism | activation, % at 2 µM | TRHR cells, calcium flux fluo-8, FDSS agonist mode | P34981 | 0.18% of 360,000 active; in the data active = activation above about 30%; also: 0% is about no effect
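Read-out: compound-evoked intracellular calcium rise in TRHR cells, fluo-8 dye, kinetic FDSS fluorescence at 1 s/cycle following a 10-cycle baseline. Cells cultured overnight before dye loading (30 min–1.5 h, RT).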
rTrxR1 inhibitor: blocks rat thioredoxin reductase 1; O89049; recombinant rTrxR1, NADPH fluorescence consumption, selenite substrate; Potency, µM (doses to about 114 µM), for inactives: at the highest dose activity change, negative = inhibition, usual class: inhibitors; 1% of 390,000 active; AID 588453; also: potency is read from the fitted curve at half-maximal effect; % is scaled to controls: 0 for no effect and ±100 for the full control effect; nearly all actives have a fitted effect of over 65% in size
Target sequence (O89049 whole entry, looked up): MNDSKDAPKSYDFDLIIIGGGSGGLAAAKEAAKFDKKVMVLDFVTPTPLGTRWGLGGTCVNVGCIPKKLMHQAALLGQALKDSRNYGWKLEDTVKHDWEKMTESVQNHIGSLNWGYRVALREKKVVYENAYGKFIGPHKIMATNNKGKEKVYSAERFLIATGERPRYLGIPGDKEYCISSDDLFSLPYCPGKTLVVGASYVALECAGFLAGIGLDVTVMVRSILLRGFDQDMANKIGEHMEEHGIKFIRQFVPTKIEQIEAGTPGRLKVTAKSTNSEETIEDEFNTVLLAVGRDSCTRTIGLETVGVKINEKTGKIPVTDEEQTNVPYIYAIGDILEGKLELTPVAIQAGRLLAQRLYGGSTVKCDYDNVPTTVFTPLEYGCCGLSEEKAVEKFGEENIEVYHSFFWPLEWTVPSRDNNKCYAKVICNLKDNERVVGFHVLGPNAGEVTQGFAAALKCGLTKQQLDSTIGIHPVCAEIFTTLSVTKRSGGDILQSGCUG
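Rat TrxR1 (90 nM in the dispensed reagent) was pre-reduced with 400 uM NADPH for 5 min at room temperature, then incubated with compound for 15 min. After 400 uM selenite was added, NADPH fluorescence (Ex 340/Em 450 nm) was followed for 8 min.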
TRHR enhancer: allosterically enhances the human TRH receptor; TRHR cells, fluo-8 calcium fluorescence, EC20 TRH enhancement; enhancement, % at 2 µM; P34981; 0.66% of 360,000 active; in the data active = enhancement above about 30%; also: 0% is about no effect
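Enhancer read-out: after compound pinning and an initial kinetic agonist-mode read, an EC20 of TRH (10 nM final) was injected and fluo-8 calcium signal (Ex 480/Em 530) followed at 1 s/cycle for 100 cycles in TRHR-expressing cells.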
TrxR1 substrate: rat thioredoxin reductase 1 substrate activity. AID 588456. 0.01% of 390,000 active. Potency, µM (series often up to 114 µM), for the others: at the highest dose activity change, negative = substrate turnover. O89049. purified TrxR1 substrate turnover, NADPH consumption readout; also: potency is read from the fitted curve at half-maximal effect; % is scaled to controls: 0 for no effect and ±100 for the full control effect; nearly all actives have a fitted effect of over 50% in size
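Rat TrxR1, dispensed at 90 nM, was prereduced with 400 uM NADPH (final) for 5 min at ~22 deg C, then incubated with compound 15 min before 400 uM selenite. A first-read NADPH fluorescence drop versus no-compound background flagged substrates.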
mIDH1 inhibitor: inhibitors of human mutant IDH1 R132H; Potency, µM (top dose mostly 76.6 µM), without a hit: top-dose activity change, negative = inhibition, hits mostly inhibitors; IDH1-R132H enzyme, NADPH consumption, diaphorase/resazurin fluorescence; AID 602179; O75874; 0.093% of 390,000 active; also: potency is read from the fitted curve at half-maximal effect; % is scaled to controls: 0 for no effect and ±100 for the full control effect; nearly all actives have a fitted effect of over 65% in size
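IDH1-R132H (0.5 ug/mL dispensed) in pH 7.5 Tris buffer was preincubated 30 min with compound, then given a substrate mix of 0.016 mM NADPH and 2 mM alpha-KG for 80 min at room temperature; remaining NADPH was read by diaphorase/resazurin fluorescence.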
An asterisk follows results filed as active; ? = inconclusive; . = no result given; & = joins results of further samples; [ ] = another dose, or the depositor's remark. Unless noted, calls follow the shape of the dose curve; as a rule, active = well fitted inhibition curve with a large enough effect; inconclusive = small, poorly fitted or top-dose-only effect; inactive = no such curve, though single readings can be large or run the other way.

SMILES	PI4K2A inh	D2 ag	D2 antag	USP1 inh	TRHR agonist	rTrxR1 inhibitor	TRHR enhancer	TrxR1 substrate	mIDH1 inhibitor
Cc1ccc(S(=O)(=O)/N=C(\N)Nc2nc(C)c3ccccc3n2)cc1	0.6	-1.0	-12.5	-19.6%	0.4	0.9%	9.2	0.9%	0.8%
Cc1cccc(-n2nnnc2SCC(=O)NCCN2C(=O)CSC2=O)c1	2.6	1.5	14.5	-10.6%	-0.6	-10.9%	-4.6	-3.2%	-1.6%
CCOC(=O)c1c(C)oc2nc(C)nc(N(CC(C)C)CC(C)C)c12	0.9	.	.	-5.2%	-0.9	-7.6%	6.4	-14.4%	-5.1%
CCOc1ccc(Nc2nc(Cc3nnc(SCC(=O)NCc4ccco4)n3CC)cs2)cc1	-1.6	-2.5	-20.2	-17.7%	-0.5	-15.1%	-6.6	5.4%[57.1 µM]	-2.3%
COCCNC(=O)CS(=O)Cc1nc(-c2ccc(OC)cc2)oc1C (centres undefined)	-3.5	.	.	-30.3%	0.1	-2.9%[57.1 µM]	6.3	10.3%[57.1 µM]	4.5%
COc1ccc(CC(=O)n2[nH]c(=O)cc(C)c2=O)cc1OC	-1.3	-0.5	0.9	-20.2%	0.6	?	-2.6	0.3%[57.1 µM]	11.7%
Cc1cc(C)c2nc(SCC(=O)N3CCCCC3)c(C#N)cc2c1	1.0	1.0	3.1	-11.9%	-0.1	1.4%[57.1 µM]	3.8	7.6%[57.1 µM]	-0.2%
Cc1ccc(C(=O)NC(C)c2ccc(-n3ccnc3)cc2)c(C)c1 (centres undefined)	0.1	.	.	-25.9%	-0.2	40.2%[activator]	4.5	48.6%[activator]	-8.2%
Cc1nnc(NC(=O)CSc2nccn2Cc2ccc(F)cc2)s1	-3.5&-1.2	-0.5&-2.4	-2.4	?	-0.5&-0.2	18.8%	-5.4&-0.1	7.9%	0.0%&3.3%
Cc1[nH]c(=O)[nH]c(=O)c1S(=O)(=O)Nc1ccc(S(N)(=O)=O)cc1	-3.8	0.8	-1.0	5.7%	0.3	7.8%	-1.4	4.1%[57.1 µM]	0.0%

Four entries from above, reformatted.
Structure | PI4K2A inh | D2 ag | D2 antag | USP1 inh | TRHR agonist | rTrxR1 inhibitor | TRHR enhancer | TrxR1 substrate | mIDH1 inhibitor
Cc1cccc(-n2nnnc2SCC(=O)NCCN2C(=O)CSC2=O)c1 | 2.6 | 1.5 | 14.5 | -10.6% | -0.6 | -10.9% | -4.6 | -3.2% | -1.6%
CCOC(=O)c1c(C)oc2nc(C)nc(N(CC(C)C)CC(C)C)c12 | 0.9 | . | . | -5.2% | -0.9 | -7.6% | 6.4 | -14.4% | -5.1%
CCOc1ccc(Nc2nc(Cc3nnc(SCC(=O)NCc4ccco4)n3CC)cs2)cc1 | -1.6 | -2.5 | -20.2 | -17.7% | -0.5 | -15.1% | -6.6 | 5.4%[57.1 µM] | -2.3%
Cc1[nH]c(=O)[nH]c(=O)c1S(=O)(=O)Nc1ccc(S(N)(=O)=O)cc1 | -3.8 | 0.8 | -1.0 | 5.7% | 0.3 | 7.8% | -1.4 | 4.1%[57.1 µM] | 0.0%

Carrying on:
SMILES	PI4K2A inh	D2 ag	D2 antag	USP1 inh	TRHR agonist	rTrxR1 inhibitor	TRHR enhancer	TrxR1 substrate	mIDH1 inhibitor
O=C(NCCC(=O)N1CCN(S(=O)(=O)c2ccc(F)cc2)CC1)Nc1ccccc1	0.1	0.0	20.9	-8.7%	0.6	20.4%	-0.4	4.6%	10.9%
Cn1cc([N+](=O)[O-])c(C(=O)N/N=C/c2ccncc2)n1	5.9	1.0	-3.2	-12.4%	0.7	11.7%	-5.2	2.4%	-9.5%
N#Cc1c(C(F)(F)F)cc(-c2cccs2)nc1SCC(=O)Nc1cccc(Cl)c1	-0.8	14.6	.	?	28.1	17.3%	13.5	20.0%	-24.2%
O=C(Cn1nnc(-c2ccccc2F)n1)Nc1cccc2ncccc12	3.7	1.1	-3.3	-7.7%	2.9	12.5%	1.1	2.2%	4.1%
Cc1nnc(SCC(=O)NNC(=O)CC#N)[nH]c1=O	4.8	-1.7	-0.8	-15.6%	0.1	10.1%[57.1 µM]	11.6	12.0%[57.1 µM]	4.3%
COc1ccc(N2CCN(C(=O)c3cccc(S(=O)(=O)N4CCCc5ccccc54)c3)CC2)cc1	2.5	0.3	0.3	-21.2%	0.2	-7.1%	7.9	-5.5%	0.7%
O=C1CSC2(C(=O)N(Cc3ccccc3F)c3ccccc32)N1c1cccc(C(F)(F)F)c1 (centres undefined)	-3.2	-0.2	.	-16.2%	0.2	42.4%[activator]	2.5	-0.4%	-4.4%
CC(C(=O)NC1CCCC1)N(Cc1ccc2c(c1)OCO2)C(=O)c1snc(C(N)=O)c1N (centres undefined)	3.0	.	.	-17.3%	-0.4	3.1%	3.6	2.5%[57.1 µM]	-10.8%
COc1ccc(-c2noc(CCC(N)=O)n2)cc1OC	-12.3	0.0	-1.2	-6.2%	-0.3	22.9%[57.1 µM]	2.7	6.9%[57.1 µM]	2.4%
COC(=O)NCC12CC3CC(C1)CC(CNC(=O)OC)(C3)C2	3.0	6.9	-0.8	2.7%	0.3	35.5µM*	3.6	4.8%	-1.5%
O=C(N/C(=C/c1cccnc1)C(=O)N1CCOCC1)c1ccccc1	9.5	0.7	3.0	-15.2%	0.5	14.8%[57.1 µM]	2.1	8.2%[57.1 µM]	11.2%
CS(=O)(=O)c1ccc2nc(NC(=O)c3ccco3)sc2c1	-13.1	.	.	-15.2%	0.8	-6.9%	3.1	-8.3%	4.1%
CCCCn1nc(NC(=O)COC)c2cc3cc(OC)ccc3nc21	-1.0	0.3	8.6	-18.1%	0.5	19.4%	-5.4	22.6%	8.8%
O=C(O)CCC(=O)N(Cc1ccco1)C1CC(=O)N(c2ccccc2)C1=O (centres undefined)	-1.0	0.3	2.4	-16.5%	0.3	12.7%	-4.2	-2.6%	3.3%
COc1ccc(CN(C)C(=O)c2ccc(OCC(=O)Nc3cccc(C(F)(F)F)c3)c(OC)c2)c(OC)c1	4.3	.	.	-4.9%	-1.1	18.4%	6.9	-0.8%	-0.1%
Cc1ccc(-c2nc3ccccc3[nH]2)cc1NC(=O)c1ccc2c(c1)OCO2	-2.5	-1.2	5.2	-14.2%	0.7	35.2%[57.1 µM]	0.9	10.0%[57.1 µM]	5.9%
COc1ccc(OC)c2[nH]c(=O)c(CCNC(=O)Cc3cccs3)cc12	0.9	.	.	-18.3%	-0.3	13.0%	-5.2	10.4%	9.5%
O=C(Nc1nnc(Cc2c[nH]c3ccccc23)s1)c1ccc(Cl)cc1Cl	2.6	-0.3	0.0	-25.4%	0.5	11.9%[57.1 µM]	0.8	9.1%	-7.2%
COc1cccc(-c2nnc(NC(=O)C(C)C)o2)c1	3.3	.	.	?	0.1	19.8%	0.4	7.2%	0.3%
CC(C)Sc1cc(N2CCCC2)nc(-c2ccccc2Cl)n1	1.4	1.0	-8.0	-11.7%	1.5	-8.7%[57.1 µM]	-4.5	-2.1%[57.1 µM]	18.2%
CN1CCCC(C#CC(O)(c2ccccc2)c2ccccc2)C1 (centres undefined)	0.1	1.1	1.5	1.0%	1.3	-5.0%[57.1 µM]	-6.7	-2.6%[57.1 µM]	7.5%
O=C(NC(Cc1ccc2c(c1)OCO2)C(=O)NC(Cc1ccccc1)C(=O)O)c1ccccc1 (centres undefined)	4.1	-2.3	2.8	-1.5%	0.0	14.7%	6.7	-0.4%	1.5%
CCc1cc(=O)oc2cc(OCC(=O)OC)c(Cl)cc12	0.4	.	.	-11.1%	0.9	0.9%	-0.1	24.4%	6.0%
COc1ccccc1N/C=C/c1onc(C)c1[N+](=O)[O-]	-23.0	.	.	-15.6%	46.9*	13.9%	0.2	-1.7%	-8.9%
CC1(C)CC(=O)C(C=NCC2CCN(C(=S)Nc3ccccc3)CC2)=C(O)C1	10.8	0.0	-3.9	-6.2%	-0.3	7.5%[11.4 µM]	-2.9	-3.1%	5.8%
Cc1ccc(S(=O)(=O)c2cn(Cc3ccc(F)cc3)c3cc(N4CCCC4)c(F)cc3c2=O)cc1	-0.6	-0.3	.	-20.5%	-0.1	14.5%	9.1	8.0%	1.9%
Cc1ccc(NC(=O)CCS(=O)(=O)c2ccc(Br)cc2)c(C)c1	4.6	1.3	.	?	-0.1	16.6%[57.1 µM]	-7.3	-0.1%[57.1 µM]	0.0%
COc1cc(NC(=O)Cn2c(=O)n(CC(=O)NCCc3ccc(OC)c(OC)c3)c(=O)c3sccc32)cc(OC)c1	-2.1	-0.4	.	?	0.4	-3.9%	8.1	-8.2%	12.4%
COc1ccc(C(=O)COC(=O)CCC(=O)c2cccs2)cc1	-0.7	-0.1	10.5	-14.1%	0.8	15.5%[57.1 µM]	-5.8	10.2%[57.1 µM]	-0.5%
CC(C)CCNC1c2ccccc2C(=O)N1Cc1ccccc1 (centres undefined)	0.4	0.6	4.5	-22.0%	0.0	1.9%	4.7	-4.3%	13.5%
COc1ccc2c(/C=C/c3cc[n+](C)cc3)c[nH]c2c1	-3.6	5.8	-14.0	?	6.0	0.2%[57.1 µM]	-5.1	8.0%[57.1 µM]	1.6%
Brc1ccc(NC2=Nc3ccccc3CC2)cc1	-9.0	1.1	7.7	-1.9%	2.9	-8.8%	-1.1	-6.5%	17.9%

Whole records as entered above. Order of screens: PI4K2A inh	D2 ag	D2 antag	USP1 inh	TRHR agonist	rTrxR1 inhibitor	TRHR enhancer	TrxR1 substrate	mIDH1 inhibitor
Listed for `CN1CCCC(C#CC(O)(c2ccccc2)c2ccccc2)C1` (centres undefined) = 0.1	1.1	1.5	1.0%	1.3	-5.0%[57.1 µM]	-6.7	-2.6%[57.1 µM]	7.5%
Listed for `O=C(N/C(=C/c1cccnc1)C(=O)N1CCOCC1)c1ccccc1` = 9.5	0.7	3.0	-15.2%	0.5	14.8%[57.1 µM]	2.1	8.2%[57.1 µM]	11.2%

Screening data as filed in PubChem.
